# DRD3 antagonist: blocks the human D3 dopamine receptor; D3R cells, DiscoveRx beta-arrestin luminescence, antagonist mode; active compounds read low; max response, negative = inhibition, %; P35462; 2.5% of 360,000 active; in the data active = max response below about -50%; inconclusive = no clear call, values can overlap the other calls; also: % is scaled to controls: 0 for no effect and ±100 for the full control effect; mostly tested at two doses, the higher about 12 µM
# Target sequence (P35462 whole entry, looked up): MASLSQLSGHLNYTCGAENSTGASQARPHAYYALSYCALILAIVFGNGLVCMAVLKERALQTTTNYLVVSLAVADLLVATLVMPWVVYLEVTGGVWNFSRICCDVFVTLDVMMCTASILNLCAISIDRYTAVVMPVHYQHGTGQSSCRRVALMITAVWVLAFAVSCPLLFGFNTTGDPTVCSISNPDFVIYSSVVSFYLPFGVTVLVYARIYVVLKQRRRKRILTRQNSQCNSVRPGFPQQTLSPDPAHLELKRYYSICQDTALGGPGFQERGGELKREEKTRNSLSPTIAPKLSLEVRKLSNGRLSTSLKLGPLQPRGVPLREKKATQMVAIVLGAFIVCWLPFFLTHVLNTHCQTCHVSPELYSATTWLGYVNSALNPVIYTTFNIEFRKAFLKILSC
#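 Cells plated overnight at 1500 cells/well, then exposed to library compounds with dopamine controls for 90 minutes at 37 degrees C. DiscoveRx reagent added for 30–60 minutes at room temperature; luminescence read, quantitative HTS format.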
# FUS yeast rescue: rescues growth of FUS-expressing yeast; S. cerevisiae FUS-expressing, growth rescue, OD600, 24 h; Potency, µM (top dose mostly 76.6 µM), inactives show at the top dose growth rescue (activation), actives largely listed as activators; 0.24% of 390,000 active; AID 1347120;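 also: potency is read from the fitted curve at half-maximal effect; plate controls were DMSO vehicle for no effect and reference control for full effect; nearly all actives have a fitted effect of over 55% in size; some results filed as inactive show a strong effect at the top dose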
#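 Galactose (2%) drives FUS expression in yeast precultured in raffinose; seeding density OD 0.005. Test compounds incubated 24hr at 30C and 99% humidity before absorbance at 600 nm was measured.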
# TDP-43 yeast inh: rescues yeast growth from TDP-43 toxicity | 1.8% of 410,000 active | AID 652104 | Potency, µM (titrated, usually from 46.1 µM), for inactives: at the top dose growth rescue (activation), hits mostly activators | TDP-43 expressing yeast growth rescue, BacTiter-Glo, 24 h; also: potency is read from the fitted curve at half-maximal effect; % of control where 0% means no effect; nearly all actives have a fitted effect of over 50% in size
#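 Cell-based yeast growth screen: TDP-43 expression induced in galactose, inoculum OD600=0.02 after raffinose pregrowth to mid-log. Read-out BacTiter-Glo luminescence at 24 hr, 30 deg C; inhibition of toxicity seen as signal increase.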
# EPAC2 antagonist: antagonists of human EPAC2. Q8WZA2. EPAC2 GEF exchange of Rap1B-BODIPY-GDP, fluorescence. Potency, µM (highest dose often 114 µM), for the others: top-dose activity, negative = inhibition, hits mostly inhibitors. 0.18% of 360,000 active; also: potency is read from the fitted curve at half-maximal effect; % is scaled to controls: 0 for no effect and ±100 for the full control effect; nearly all actives have a fitted effect of over 45% in size; many of its hits are not listed in these tables
# Abeta rescue: A-beta toxicity reversal in yeast | AID 1347071 | yeast expressing A-beta42, growth rescue, OD600, 48 h; response scale: 0% DMSO, 100% iron-clioquinol control | Potency, µM (highest dose often 46.1 µM), for inactives: top-dose growth rescue, most hits filed as activators | 0.063% of 410,000 active; also: potency is read from the fitted curve at half-maximal effect; nearly all actives have a fitted effect of over 55% in size
#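 Yeast growth medium received pinned compounds, then yeast cells expressing toxic A-beta were added; plates incubated at 30 C for 48 hr. Growth read as absorbance at 600 nm, normalized to DMSO and equimolar FeCl3 plus clioquinol controls.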
# DRD3 agonist: activates the human D3 dopamine receptor; max activation, %; P35462; 0.58% of 410,000 active; D3R DiscoveRx beta-arrestin cells, luminescence, 90 min; AID 652048; in the data active = max activation above about 30%; also: 0% is about no effect; mostly tested at two doses, the higher about 12 µM
#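 Agonist mode: compounds and dopamine controls were applied to plated cells for 90 min at 37 degrees C after an overnight attachment at 1500 cells/well. Luminescent read-out followed 30 - 60 minutes at room temperature with DiscoveRx detection reagent.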
# EPAC2 agonist: agonists of human EPAC2 (RAPGEF4) | Q8WZA2 | EPAC2 activation, biochemical qHTS; response scale: 100% = 6.5 mM cAMP response | Potency, µM (titrated, usually from 154 µM), without a hit: top-dose activation, most hits filed as activators | 0.079% of 360,000 active; also: potency is read from the fitted curve at half-maximal effect; nearly all actives have a fitted effect of over 50% in size
#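 Fluorescence exchange assay: 100 nM EPAC2 with 250 nM RAP1B-BODIPY-GDP and 50 uM GDP; compounds tested as a concentration-titration series (qHTS). Loss of Rap1-bound BODIPY-GDP fluorescence read at 480/540 nm; data normalized to 6.5 mM cAMP.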
# aSyn rescue: inhibitors of alpha-synuclein toxicity in yeast; 0.14% of 370,000 active; AID 652106; Yeast expressing alpha-synuclein, growth rescue, BacTiter-Glo, 24 h; Potency, µM (titrated, usually from 46.1 µM), for inactives: top-dose growth rescue (activation), most hits filed as activators; also: potency is read from the fitted curve at half-maximal effect; % of control where 0% means no effect; nearly all actives have a fitted effect of over 65% in size
#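 Readout is rescue of growth in alpha-synuclein-expressing yeast, so inhibitors of toxicity appear as activators. Growth after 24 hr at 30 deg C in galactose medium is quantified by luminescence.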
# Starred values were filed as active, the others as inactive; ? = inconclusive; . = not tested or not shown; & = joins results of further samples; [ ] = dose if it differs, or a comment. Unless noted, calls follow the shape of the dose curve; as a rule, active = well fitted curve in the direction sought with a large enough effect; inconclusive = small, poorly fitted or top-dose-only effect, or another doubt; inactive = no such curve, though single readings can be large; an effect the other way counts as inactive or inconclusive. The list is partial; rates above refer to the full screens.
# Start of the listing, in advance, 5 compounds:
Structure,DRD3 antagonist,FUS yeast rescue,TDP-43 yeast inh,EPAC2 antagonist,Abeta rescue,DRD3 agonist,EPAC2 agonist,aSyn rescue
O=C(Nc1ccc2c(c1)OCO2)C1CCCN(S(=O)(=O)c2cccs2)C1 (stereo unspecified),0,6%,-24%,-17%,28%,2,8%,-6%
Clc1ccc(Cc2ccc(Cl)nn2)c(Cl)c1,8,15%,?,-3%,8%,-9,2%,9%
CCN(C(=O)Cn1cnc2onc(-c3ccc(F)cc3)c2c1=O)c1cc(C)ccc1C,.,-7%,19%,.,-10%,-1,.,-17%
CC(C)(C)c1ccc(C(=O)NN2C(=O)CSC2=S)cc1,-10,?,17%,-8%,-4%,-1,-2%,5%
COCCn1c(SCC(=O)c2ccc(Cl)cc2)nnc1C(C)C,-70*,-1%,16%,-4%,14%,-1,4%,1%

# All compounds of this part, repeating the preview:
Structure,DRD3 antagonist,FUS yeast rescue,TDP-43 yeast inh,EPAC2 antagonist,Abeta rescue,DRD3 agonist,EPAC2 agonist,aSyn rescue
O=C(Nc1ccc2c(c1)OCO2)C1CCCN(S(=O)(=O)c2cccs2)C1 (stereo unspecified),0,6%,-24%,-17%,28%,2,8%,-6%
Clc1ccc(Cc2ccc(Cl)nn2)c(Cl)c1,8,15%,?,-3%,8%,-9,2%,9%
CCN(C(=O)Cn1cnc2onc(-c3ccc(F)cc3)c2c1=O)c1cc(C)ccc1C,.,-7%,19%,.,-10%,-1,.,-17%
CC(C)(C)c1ccc(C(=O)NN2C(=O)CSC2=S)cc1,-10,?,17%,-8%,-4%,-1,-2%,5%
COCCn1c(SCC(=O)c2ccc(Cl)cc2)nnc1C(C)C,-70*,-1%,16%,-4%,14%,-1,4%,1%
CCCNC(=O)CCn1cc(-c2ccc(OC)cc2)nc1-c1ccncc1,-6,-10%,-25%,3%,-13%,-7,1%,-11%
O=Cc1ccc(N2CCCCC2)cc1,10,-3%,11%,9%,-10%,4,-1%,5%
OCCN1CCN(C(=S)Nc2cccc(C(F)(F)F)c2)CC1,-8&-1,-5%&6%,-3%&-21%,1%&12%,2%&-4%,0&-7,12%&3%,-8%&-7%
CC(C(=O)Nc1ccccc1)N(C)CCOc1ccc(Br)cc1 (stereo unspecified),-19,13%,-10%[9.22 µM],-18%,-11%,-20,6%,-3%
CCOc1cc(C(=O)Nc2ccc(-c3nnc4n3CCCCC4)cc2)cc(OCC)c1OCC,.,42%,9%,.,1%,-4,.,.
CCn1c2ccc(/C(C)=N\O)cc2c2cc(/C(C)=N\O)ccc21,-17,2%,2%,6%,-6%,-7,7%,0%
COC(=O)c1sc2cccc(F)c2c1S(=O)(=O)N1CCN(c2cccc(OC)c2)CC1,.,?,2%,.,-7%,8,.,.
O=C(CNCC1CCCO1)N1CCN(S(=O)(=O)c2ccc3ccccc3c2)CC1 (stereo unspecified),-7,4%,2%,4%,9%,2,-5%,-3%
CC1(C)SCC(C(=O)O)N1C=O (stereo unspecified),-12,-17%,16%,10%,6%,-5,6%,-1%
Cc1ccc(C(=O)Cn2c(N3CCOCC3)nc3c2c(=O)n(C)c(=O)n3C)cc1,-26,-6%,-20%,7%,-8%,-15,4%,1%
Cc1c(NC(=O)c2ccccc2N)cccc1C(=O)O,5,12%,-5%,2%[57.1 µM],13%,1,7%,2%
O=C(NCCC(F)(F)F)c1cccc2c(-c3ccc(F)c(F)c3)coc12,0,-2%,0%,-12%,14%,-1,3%,5%
Cc1c(NS(=O)(=O)c2ccc3c(c2)CCN3C(=O)C2CC2)c(=O)n(-c2ccccc2)n1C,14,-2%,-11%,7%,1%,3,-6%,0%
COc1ccc(CCNC(=O)NC(C(F)(F)F)C(F)(F)F)cc1OC,22,-10%,-12%,-11%,4%,9,-32%[inhibitor],-1%
Cc1ccc(S(=O)(=O)N2CCOCC2)cc1NC(=O)c1cc2c(s1)CCC2,15,39%,20%,2%,2%,0,4%,5%
CCOc1cc(CNC(=O)c2cc(-c3ccc(Cl)s3)nc3ccccc23)ccc1OC,.,7%,12%,.,-11%,2,.,.
COC(=O)c1sc2nc(C)nc(SCC(=O)C(C)(C)C)c2c1C,80,-28%,-13%,-5%,-4%,8,0%,9%
COc1ccc(C)cc1NC(=S)NNC(=O)c1ccccc1Cl,35,3%,16%,1%,12%,-1,0%,-7%
CC(=O)Nc1c(C)nn(-c2ccccc2)c1N1CCC(C(=O)Nc2ccccc2F)CC1,.,0%,33%,.,8%,7,.,.
O=C(Cn1c2ncccc2c(=O)n1-c1ccccc1)NCc1ccccc1Cl,.,-10%,27%,.,2%,6,.,.
COc1cc(/C=C/C(=O)O)cc(S(=O)(=O)N2CCc3ccccc32)c1OC,22,11%,.,-2%,15%,7,2%,0%
Cc1cccc(C)c1OCC(O)CN1CCc2ccccc2C1 (stereo unspecified),-67*,5%,5%,11%,11%,-40,4%,10%
O=C(COC(=O)c1ccccc1C(=O)c1ccccc1)NCc1ccc(F)cc1,-8,21%,13%,0%,14%,-3,3%,12%
CSc1ccc(S(=O)(=O)NCc2ccc(Cl)cc2)cc1,-14,22%,19%,5%,-1%,-10,-7%,0%
C=CCn1c(N)c(C(=O)OCCC)c2nc3ccccc3nc21,7,-3%,-15%,-2%,-22%,-8,3%,-3%

# Overlap with the part before: three compounds, followed by the next part.
Structure,DRD3 antagonist,FUS yeast rescue,TDP-43 yeast inh,EPAC2 antagonist,Abeta rescue,DRD3 agonist,EPAC2 agonist,aSyn rescue
O=C(COC(=O)c1ccccc1C(=O)c1ccccc1)NCc1ccc(F)cc1,-8,21%,13%,0%,14%,-3,3%,12%
CSc1ccc(S(=O)(=O)NCc2ccc(Cl)cc2)cc1,-14,22%,19%,5%,-1%,-10,-7%,0%
C=CCn1c(N)c(C(=O)OCCC)c2nc3ccccc3nc21,7,-3%,-15%,-2%,-22%,-8,3%,-3%
COc1cc(C(=O)N2CCN(c3ccccn3)CC2)cc(OC)c1OC,9,-30%,1%,10%,2%,4,4%,0%
COc1cc(/C=C(/C#N)c2ccc(F)cc2)ccc1Oc1ccc([N+](=O)[O-])cn1,0,.,-10%,-2%,-10%,15,5%,-2%
COc1ccc(/C=C2/SC(=O)N(NS(=O)(=O)c3ccccc3)C2=S)cc1OC,-1,24%,9%,-8%,-32%[inhibitor],5,7%,-12%
Cc1ccc(NC(=O)c2cc3c(s2)CCCC3)cc1S(=O)(=O)Nc1ccccc1Cl,-12,.,0%,-5%,14%,3,12%,2%
CC[C@H](C)[C@H](NC(N)=O)C(=O)NCCc1ccc(Cl)cc1,-1,1%,11%,-8%,2%,1,-5%,1%
CCOC(=O)CCCCC(=O)c1[nH]c(=O)[nH]c1CSc1nc2ccccc2[nH]1,-16,7%,1%,-3%,-5%,-9,11%,3%
Cc1ccc(C)c(S(=O)(=O)n2nc(C)c(S(=O)(=O)N3CCC(C)CC3)c2C)c1,.,5%,14%,.,-2%,3,.,.
CC1CCC2(CC1)NC(=O)N(CC(=O)Nc1ccc3c(c1)OCO3)C2=O (stereo unspecified),-16,-5%,2%,0%,-20%,-1,7%,-15%
O=C(CSc1nc2c([nH]c3ccccc32)c(=O)n1-c1cccc(Cl)c1)c1ccccc1,.,-9%,6%,.,-1%,1,.,1%
CC(c1ccccc1)N1C(=O)OC(C)(C)C1(C)O (stereo unspecified),8,13%,19%,-18%,3%,1,0%,0%
CC(=O)c1cccc(-c2ccnc3c2CC(C(=O)NCCc2ccccc2)O3)c1 (stereo unspecified),-9,14%,-22%,-1%,-7%,-7,-4%,5%
Cc1nnc(SCc2cnc(-c3ccc(C(C)C)cc3)s2)n1C,-9,-13%,-3%,10%,3%,0,1%,.
CCOC(=O)c1c(C)[nH]c(C)c1S(=O)(=O)NCc1cc(C)ccc1C,-7,26%,11%,-17%,-2%,-5,3%,-8%
CC(C)(C)CC(C)(C)N1CNC(=S)NC1,12,-10%,24%,1%,4%,4,5%,9%
COC(=O)[C@H](Cc1ccccc1)N(C)S(=O)(=O)c1cccc(S(=O)(=O)N(C)[C@@H](Cc2ccccc2)C(=O)OC)c1,-16,?,24%,7%,-1%,-8,12%,2%
c1c2c(cc3sc(N4CCOCC4)nc13)OCCO2,13,17%,14%,3%,17%,2,-1%,1%
Cn1cnnc1SCC(=O)N/N=C/c1ccc(OCC(N)=O)cc1,-3,5%,16%,12%,-2%,6,7%,1%
O=c1[nH]nc(SCc2ccccc2)n1C1CC2C=CC1C2 (stereo unspecified),-10,0%,-19%,-6%,-26%,-2,3%,6%
COc1cc(OC)c2cc(C(=O)N/N=C/c3cccc(OC)c3O)[nH]c2c1,21,9%,-3%,2%,4%,0,13%,-6%
COc1ccc(C)cc1NC(=O)NC1CCCCCCC1,-18,37%,1%,3%,4%,-16,-3%,2%
COc1ccc2nc(NC(=O)c3ccc(F)cc3)sc2c1,15,17%,?,0%,17%,3,-4%,-15%
CCC1CCCCN1C(=O)CSc1nc2c(c(=O)n(C)c(=O)n2C)n1C (stereo unspecified),8,12%,-13%,2%,10%,3,9%,0%

# Compound activity (PubChem BioAssay)
